Source: PubChem
Cneo AK release – Cryptococcus neoformans lysis via adenylate kinase release; C. neoformans lysis, adenylate kinase release luminescence, 4 h; normalised: neutral wells 0, clomiphene wells 100; lysis activity, % at 15 µM; 360,000 compounds, 0.2% hits; AID 651654;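 active means mean lysis activity across replicates of at least 80%, whatever share of replicates individually reach that level; inactive means mean lysis activity below 80%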
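Material – log-phase Cryptococcus neoformans yeast cells · Input – 5 × 10^6 yeast cells/mL · Medium – fresh YPD growth medium · Doses – single compound concentration per well · Timing – static 4 h at 37 °C with compound, 1 h detection · Detection – adenylate kinase release luminescence · Read-out – signal increase indicating cell lysis · Control set – Clomiphene as positive lysis control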
ARNT-TACC3 inh – disruptors of human ARNT/TACC3 interaction; Q9Y6A5; AlphaScreen His-ARNT PAS-B/GST-TACC3 binding, luminescence; TACC3 fragment carries E629A point mutation; inhibition, % at 9.99 µM; 390,000 compounds, 0.66% hits; AID 623870;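 active means mean inhibition of replicates at least 50% and at least half of replicates each reaching 50%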;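 further: 0% = complete ARNT plus TACC3 wells and 100% = ARNT alone without TACC3; many hits fall short of the cut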
Statin myotox sup – suppression of simvastatin myotoxicity | C2C12 myotubes + simvastatin, ATP luminescence, 48 h; scaled: DMSO 0, geranylgeraniol control 100 | rescue of ATP level, % at 7.49 µM | 330,000 compounds, 0.78% hits | AID 602340;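 active means mean ATP rescue above about 67%, or every replicate alone reaching that limit, limit read from the data, passing the limit was not always enough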;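 further: myotubes were challenged with 10 µM simvastatin during compound exposure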
esBAF inh – inhibitors of esBAF chromatin remodeling in mouse ES cells | Bmi1-luciferase knock-in reporter, 24 h; 100% = twice the neutral-well signal | reporter increase, % at 12.5 µM | 350,000 compounds, 2% hits | AID 602393; in the data active means activation above about 40%;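 further: 0% = median of the plate's neutral control wells and 100% = double that signal; a rise in the Bmi1 reporter signal indicates esBAF inhibition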
ERp5 inh – blocks human ERp5 reductase activity on insulin; Q15084; ERp5 insulin aggregation, absorbance 650 nm, 90 min; inhibition, % at 9.99 µM; 350,000 compounds, 0.05% hits; AID 651711;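 active means mean replicate inhibition above about 25%, with every replicate also reaching it, limit read from the data, passing the limit was not always enough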
Target sequence (Q15084 whole entry, looked up): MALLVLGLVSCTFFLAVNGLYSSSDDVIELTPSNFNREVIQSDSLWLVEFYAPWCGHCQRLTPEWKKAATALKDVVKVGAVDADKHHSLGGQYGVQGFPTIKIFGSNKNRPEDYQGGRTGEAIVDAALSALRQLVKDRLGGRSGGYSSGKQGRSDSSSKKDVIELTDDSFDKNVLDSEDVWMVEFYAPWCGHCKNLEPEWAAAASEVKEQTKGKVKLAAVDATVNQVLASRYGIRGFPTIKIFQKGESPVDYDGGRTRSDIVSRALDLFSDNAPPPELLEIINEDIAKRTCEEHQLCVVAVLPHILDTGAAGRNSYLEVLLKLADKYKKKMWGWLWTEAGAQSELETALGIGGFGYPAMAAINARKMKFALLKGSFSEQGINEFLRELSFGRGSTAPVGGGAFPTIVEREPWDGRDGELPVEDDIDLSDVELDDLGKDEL
miR122 inh – miR-122 inhibition in Huh7 cells; Huh7 miR-122 Renilla luciferase sensor, 48 h; neutral wells = 0, positive control = 100; activation (reporter increase), % at 12.5 µM; 340,000 compounds, 0.3% hits; AID 602342;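 active means mean replicate activation score at least 90 and every replicate individually at or above 90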;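 further: higher luciferase means less miR-122 activity so hits act as miR-122 inhibitors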
SIRT5 block – inhibitors of human sirtuin-5 desuccinylase. Q9NXA8. Purified SirT5, succinyl-peptide AMC, trypsin-coupled fluorescence. inhibition, % at 15 µM. 330,000 compounds, 1.1% hits; in the data active means inhibition above about 15%
Target sequence (Q9NXA8 whole entry, looked up): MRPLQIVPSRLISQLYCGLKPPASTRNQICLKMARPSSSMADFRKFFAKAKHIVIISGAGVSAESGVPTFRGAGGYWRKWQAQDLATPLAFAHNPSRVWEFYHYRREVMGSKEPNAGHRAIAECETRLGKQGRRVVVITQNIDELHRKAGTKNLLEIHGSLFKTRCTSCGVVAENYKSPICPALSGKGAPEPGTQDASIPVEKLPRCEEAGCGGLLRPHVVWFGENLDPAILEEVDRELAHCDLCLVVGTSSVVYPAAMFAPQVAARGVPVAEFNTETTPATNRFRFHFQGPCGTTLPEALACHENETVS
Starred values were filed as active, the others as inactive; . = no result given; & = joins results of further samples; [ ] = dose if it differs, or a comment.

Every second line gives: Cneo AK release	esBAF inh	miR122 inh	SIRT5 block	ARNT-TACC3 inh	Statin myotox sup	ERp5 inh
- C=CCn1c(Cc2nc3ccc(Cl)cc3[nH]2)n[nH]c1=S
→ -3	16	3	.	36*	10	.
- CC(C)NC(=O)Nc1ccc2c(c1)C(=O)N([C@@H](C)CO)C[C@H](C)[C@@H](CN(C)C(=O)Nc1ccc3c(c1)OCO3)O2
→ 1	0	5[16.7 µM]	-3	-3	-1	-12
- CCN(CC)S(=O)(=O)c1ccc(N2CCOCC2)c(NC(=O)Cc2ccc(Cl)cc2)c1
→ .	.	.	-1	1	.	-6
- S=c1[nH]nc(COc2ccc3c(c2)OCO3)n1-c1ccccc1
→ -1	-6	1	.	0	0	.
- O=C(C[C@H]1C[C@@H]2c3cc(NC(=O)Nc4ccccc4)ccc3O[C@@H]2[C@H](CO)O1)NCc1ccccn1
→ -2	1	5[16.7 µM]	-2	-3	4	10
- CC(=O)Nc1ccc(S(=O)(=O)N(C)CC(=O)OCC(=O)c2ccc[nH]2)cc1
→ .	.	.	-2	-3	.	0
- C[C@@H]1CN([C@H](C)CO)C(=O)c2cccc(NS(=O)(=O)c3cccs3)c2O[C@@H]1CN(C)Cc1ccc(Cl)c(Cl)c1
→ 2	1	5[16.7 µM]	2	-1	-8	2
- COc1ccc(OC)c(CN2CCN(C(=O)c3ccco3)CC2)c1
→ -7	-5	8	5	.	0	2
- O=S(=O)(c1ccc(-c2csc(Nc3ccc(F)cc3)n2)cc1)N1CCCC1
→ -2	-17	-3	.	0	7	0
- O=C(C[C@@H]1CC[C@H](NS(=O)(=O)c2ccc(F)cc2)[C@H](CO)O1)NCCc1ccncc1
→ -3	-1	.	0	1	0	3
- Cc1noc(/C=C/c2ccco2)c1S(=O)(=O)N1CCC(C(=O)N2c3ccccc3CC2C)CC1 (stereo unspecified)
→ -2	-3	3	.	1	.	.
- NC(=O)[C@@H]1CCOc2c(F)cc([N+](=O)[O-])cc2C(=O)N[C@@H](CO)C(=O)NCC(=O)N1
→ -2	-4	.	.	-3	20	-3
- C[C@H](CO)N1C[C@H](C)[C@@H](CN(C)C(=O)Nc2ccc3c(c2)OCO3)Oc2ccc(NC(=O)CCC(F)(F)F)cc2C1=O
→ -5&-1	-1&6	3[16.7 µM]	3	6&-1	17&-1	0&5
- COc1ccc(-c2nn(-c3ccccc3)cc2CN2CCCO2)c(F)c1
→ 1	-5	-4	11	-3	-10	1
- O=c1[nH]c(N2CCCCC2)nc2ncn(Cc3ccccc3)c12
→ -3	.	.	-3	-5	.	-2
- CSc1nc(-c2ccccc2)nn1S(=O)(=O)c1ccc(Cl)cc1
→ -1	12	.	.	11	-1	.
- C[C@@H]1CN([C@H](C)CO)C(=O)CCCn2cc(nn2)CO[C@@H]1CN(C)C(=O)OCc1ccccc1
→ .	-3	3[16.7 µM]	.	.	7	.
- CCOc1ccc2nc(SCC(=O)Nc3ccc4[nH]c(=O)[nH]c4c3)[nH]c2c1
→ -2	0	2	1	-2	-3	2
- CC1(C)Oc2ccc3ccc(=O)oc3c2[C@@H](O)[C@H]1O
→ 4	-1	-5	.	-1	9	7
- COCCn1c(C)cc(C(=O)COC(=O)C23CC4CC(CC(O)(C4)C2)C3)c1C
→ -4	-27	2	.	-10	.	.
- CCN(c1ccc(OCC(=O)OCC(=O)c2c(N)n(C)c(=O)n(C)c2=O)cc1)S(=O)(=O)c1ccccc1
→ 1	-4	1	-1	-2	5	-1
- Cc1ccc(-c2cc(C(F)F)nc(NCc3cccs3)n2)cc1
→ 0	-12	-5	.	-6	1	.
- CN1C(=O)c2ccccc2Sc2ccc(C(=O)O)cc21
→ 2	3	.	-4	13	-7	6
- Cc1cc(C)c(NC(=O)c2ccc3c(c2)NC(=O)C(C)S3)c(C)c1 (stereo unspecified)
→ -1	-3	.	-4	-2	4	-11
- CN(C)S(=O)(=O)Nc1cccc(Br)c1
→ .	.	.	0	-12	.	-11
- Cc1ccc(Nc2c(-c3ccc(N4CCOCC4)cc3)nc3ncccn23)cc1
→ 0	-2	-1	0	-12	4	0
- CCCS(=O)(=O)N1CCC(C(=O)NCc2ccco2)CC1
→ -1	-9	5	.	-2	.	.
- COc1cccc(NC(=O)N2CCCC2C(=O)NCc2ccco2)c1 (stereo unspecified)
→ 1	0	-2	11	1	23	-1
- Cn1cnnc1SCC(=O)Nc1ccc(F)cc1F
→ .	.	-2	0	-15	.	9
- COCC(=O)N1CC[C@@H]2[C@H]1c1cc(-c3cccc(C(=O)N(C)C)c3)ccc1N[C@@H]2CO
→ 11	3	8[16.7 µM]	.	-16	0	.
- C[C@H](CO)N1C[C@H](C)[C@@H](CN(C)Cc2ccc(Oc3ccccc3)cc2)Oc2c(cccc2N(C)C)C1=O
→ -4	0	-6[16.7 µM]	-1	-11	45	3
- Cc1c(Cc2ccccc2)c(=O)oc2c(C)c(OCC(=O)NCc3ccccn3)ccc12
→ 0	0	-8	-10	-5	14	3
- O=C(Nc1cccc(Oc2ccc(C(=O)O)c(C(=O)O)c2)c1)c1ccc(-c2ccccc2)cc1
→ -5	-4	1	7	.	1	-2
- O=C(COc1ccc(F)cc1Cl)N1CCN(C(=O)c2cccs2)CC1
→ 0	4	-11	-1	10	-12	0
- CSc1ccccc1OCc1cc(C(=O)NC(C)CCn2cccn2)no1 (stereo unspecified)
→ 0	.	-2	0	.	.	6
- COc1ccc(C2(c3ccc(OC)cc3)NC(=O)N(CC(=O)NC3(C#N)CCCCC3)C2=O)cc1
→ 1	-4	-4	4	2	55	11
- OCC1(Cc2cccc(Cl)c2)CCCN(Cc2cn[nH]c2C2CCCCC2)C1 (stereo unspecified)
→ .	0	1	0	5	-4	4
- Cc1ccccc1S(=O)(=O)N1CCCCN2[C@@H](CO)[C@@H](c3ccc(-c4cccnc4)cc3)[C@@H]2C1
→ 2	-4	2[16.7 µM]	-3	8	15	3
- C[C@@H]1CN([C@H](C)CO)C(=O)c2cc(NS(=O)(=O)c3ccccc3)ccc2O[C@@H]1CN(C)Cc1ccc(C(F)(F)F)cc1
→ 62	4	18[16.7 µM]	6	7	15	-2
- C[C@H](CO)N1C[C@H](C)[C@H](CN(C)C)Oc2c(NC(=O)C3CCOCC3)cccc2C1=O
→ -5	-3	-1[16.7 µM]	-4	22	-5	1
- CCCc1nc(N)c(C#N)c(-c2cccnc2)c1CC
→ 1	9	-1	-3	-7	-4	-6
- O=C(C[C@@H]1CC[C@H]2[C@@H](COC[C@@H](O)CN2CC2CCOCC2)O1)NCC1CC1
→ 1	-4	0[16.7 µM]	0	1	4	8
- Cc1ccccc1-c1noc(C(C)NC(=O)c2ccco2)n1 (stereo unspecified)
→ 5	0	.	-2	-15	5	2
- O=C(CCN1CCCCC1)NCC[C@@H]1CC[C@@H](NC(=O)C2CCOCC2)[C@H](CO)O1
→ -8	1	.	3	-9	-5	4
- O=C(O)c1c(-c2ccccc2)oc2ccc(O)cc12
→ 0	-1	-4	-4	-1	1	-1

3 of the entries above in order of their number in SIRT5 block, highest first:
Compound	SIRT5 block
COc1ccc(-c2nn(-c3ccccc3)cc2CN2CCCO2)c(F)c1	11
CSc1ccccc1OCc1cc(C(=O)NC(C)CCn2cccn2)no1 (stereo unspecified)	0
Cc1ccccc1-c1noc(C(C)NC(=O)c2ccco2)n1 (stereo unspecified)	-2

Other compounds follow.
Every second line gives: Cneo AK release	esBAF inh	miR122 inh	SIRT5 block	ARNT-TACC3 inh	Statin myotox sup	ERp5 inh
- O=C(Cc1cccc(C(F)(F)F)c1)Nc1ccccc1
→ .	.	.	-2	-5	.	1
- O=C(O)C[C@@H]1C[C@H]2c3cc(NC(=O)Nc4ccccc4)ccc3O[C@H]2[C@H](CO)O1
→ -9	2	4[16.7 µM]	-4	-2	-2	-2
- O=C(O)c1ccc(-c2ccccc2Cl)o1
→ -7	-3	0	.	-2	0	.
- CCOC(=O)Cn1c(=O)c2c(nc3n2CCS3)n(C)c1=O
→ -2	2	3	.	-2	18	.
- Cc1ccc(S(=O)(=O)N[C@@H]2CC[C@H](CCNC(=O)c3ccc4c(c3)OCO4)O[C@H]2CO)cc1
→ 53	-4	.	-2	-3	6	-1
- NC(=O)CSc1oc(-c2ccc(F)cc2)nc1S(=O)(=O)c1ccccc1
→ 0	1	12	.	-14	1	.
- N#CC1=C2SCC(O)(c3ccccc3)N2C(=O)CC1c1ccccc1F (stereo unspecified)
→ -2	.	-2	.	-1	.	.
- COc1ccccc1Cc1c(-c2ccco2)nc2c(C)cc(Br)cn12
→ -2	-1	9	.	.	16	.
- COc1ccc2nc(C)cc(Nc3ccc(N4CCOCC4)cc3)c2c1
→ 0	1	-7	.	2	-23	.
- CNC[C@H]1Oc2ncc(-c3cccc(C(=O)N(C)C)c3)cc2C(=O)N([C@@H](C)CO)C[C@H]1C
→ 1	-8	-9[16.7 µM]	-1	2	2	-1
- CCNC(=O)[C@@H]1[C@@H](CO)[C@@H]2Cn3c(ccc(C4=CCCCC4)c3=O)[C@@H]2N1CC1CC1
→ -13	-3	-4[16.7 µM]	-12	3	2	3
- O=C(NNC(=O)c1ccc(Br)o1)c1ccc(NS(=O)(=O)c2cccs2)cc1
→ -1	2	.	-2	-7	4	0
- Cc1cc(=O)[nH]c(SCC(=O)Nc2cccc(S(=O)(=O)N3CCOCC3)c2)n1
→ 0	-8	-4	-2	2	-2	-4
- CCCC#Cc1ccc([C@H]2[C@@H](CO)N3CCCCN(Cc4cccnc4)C[C@@H]23)cc1
→ 0	-2	9[16.7 µM]	1	7	7	4
- Cc1cc(=O)n2[nH]c(NCc3ccccc3F)nc2n1
→ 0	-6	-5	-9	.	-7	-1
- COc1ccc(Oc2ccc(-c3ccn[nH]3)cc2)cc1
→ -2	.	-5	-4	-2	.	5
- Cc1cccc(Cl)c1NC(=O)N1CCN(c2ccnc3cc(Cl)ccc23)CC1
→ .	.	.	-4	-3	.	-1
- COc1ccc(CC(=O)OCC(=O)N2c3ccccc3CC2C)cc1OC (stereo unspecified)
→ 0	-10	0	-1	.	2	-3
- O=C(Nc1ccccc1F)N1[C@H](CO)[C@H]2c3ccccc3NC[C@H]21
→ -5	-9	17[16.7 µM]	4	.	15	4
- CCCc1cc(=O)[nH]c(SCc2nc3ccccc3s2)n1
→ 7	14	2	.	-3	13	.
- O=C(O)CC1(CC(=O)Nc2cccc(C(=O)O)c2)CCCC1
→ 3	-3	-2	2	-3	0	-2
- CO[C@H]1CN(C)C(=O)c2cc(NC(=O)C3CC3)ccc2OC[C@H](C)NC[C@@H]1C
→ -11	-2	.	5	39	7	0
- C[C@H](CO)N1C[C@H](C)[C@@H](CN(C)C(=O)CC2CC2)Oc2ncc(C#C[C@@H](C)O)cc2C1=O
→ 1	-5	15[16.7 µM]	-3	-5	-5	1
- COc1ccc(NC(=O)CCN2CCOCC2)c(OC)c1
→ -1	0	-3	0	2	1	4
- O=C(Cc1ccc(Cl)cc1)Nc1ccc(-c2cc3ccccc3oc2=O)c(Cl)c1
→ 7	.	41	.	-7	.	.
- O=C(C1CC1)N1CCN(c2ccnc3cc(Cl)ccc23)CC1
→ .	-4	-7	-2	0	2	4
- O=C(O)c1ccc(OCc2cn3ccccc3n2)cc1
→ .	.	.	-1	-2	.	-6
- CC(=O)Nc1cc(-c2ccc(F)cc2)cn2c(-c3ccc(S(C)(=O)=O)cc3)cnc12
→ -12	18	1	.	.	4	-4
- CN(Cc1ccccc1)C(=O)c1[nH]cnc1C(=O)Nc1ccccc1
→ -2	4	.	.	7	-7	-9
- COc1ccc(OC)c(NC(=O)c2nc(S(=O)(=O)Cc3ccccc3)ncc2Cl)c1
→ 9	-72	-30	0	-10	-58	-2
- Cc1ccc2nc(NC(=O)c3ccc(NS(=O)(=O)c4cccs4)cc3)sc2c1
→ .	.	.	-3	-10	.	4
- Cc1cc(C)n(-c2nc(C)nc3c2cnn3-c2ccccc2)n1
→ 2	9	6	-1	4	-35	-12
- Cc1ccccc1CN1CCCC(C(=O)N2CCCCC2)C1 (stereo unspecified)
→ 3	10	5	-6	-7	-2	-1
- COc1ccc(/C=C(\NC(=O)c2ccc(OC)cc2)C(=O)Nc2ccc(C(=O)O)cc2)cc1
→ 0	2	4	3	2	0	8
